Compound activity: PubChem BioAssay, National Center for Advancing Translational Sciences (NCATS)
JMJD2A Tudor – blocks the human JMJD2A Tudor domain; 4.4% of 390,000 active; AlphaScreen JMJD2A-Tudor / H3K4me3 peptide binding; Potency, µM (series often up to 114 µM), inactives show at the top dose activity change, negative = inhibition, actives largely listed as inhibitors; AID 504339; O75164; also: % is scaled to controls: 0 for no effect and ±100 for the full control effect; nearly all actives have a fitted effect of over 50% in size
GLS inhibitor – inhibitors of human glutaminase (GLS) | O94925 | GLS enzymatic activity, qHTS titration | Potency, µM (doses to about 45.5 µM), without a hit: top-dose activity change, negative = inhibition, actives largely listed as inhibitors | 0.21% of 410,000 active | AID 624170; also: % is scaled to controls: 0 for no effect and ±100 for the full control effect
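Glutamate formation by hKGA was monitored fluorometrically using coupled glutamate oxidase, HRP and Amplex Red. Substrate was added as 1 mM L-glutamine solution; incubation was 30 min at RT after an initial read.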
BAZ2B block – blocks human BAZ2B | Q9UIF8 | AlphaScreen BAZ2B-H3K14Ac peptide displacement | Potency, µM (titrated, usually from 114 µM), without a hit: at the highest dose activity change, negative = inhibition, most hits filed as inhibitors | 4.4% of 360,000 active | AID 504333; also: % is scaled to controls: 0 for no effect and ±100 for the full control effect; nearly all actives have a fitted effect of over 60% in size
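Compounds, titrated to a top concentration of 110 uM, were incubated 30 min at room temperature with preformed BAZ2B/acetyl-K14 H3 peptide complex (50 nM each). Proximity signal was measured by AlphaScreen after 20 min with beads.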
PGK inhibitor – inhibitors of T. brucei phosphoglycerate kinase. P07378. PGK/GAPDH coupled, Kinase-Glo luminescence, 60 min. Potency, µM (titrated, usually from 57.5 µM), inactives show top-dose activity change, negative = inhibition, hits mostly inhibitors. 0.043% of 380,000 active; also: % is scaled to controls: 0 for no effect and ±100 for the full control effect; nearly all actives have a fitted effect of over 60% in size
Target sequence (P07378 whole entry, looked up): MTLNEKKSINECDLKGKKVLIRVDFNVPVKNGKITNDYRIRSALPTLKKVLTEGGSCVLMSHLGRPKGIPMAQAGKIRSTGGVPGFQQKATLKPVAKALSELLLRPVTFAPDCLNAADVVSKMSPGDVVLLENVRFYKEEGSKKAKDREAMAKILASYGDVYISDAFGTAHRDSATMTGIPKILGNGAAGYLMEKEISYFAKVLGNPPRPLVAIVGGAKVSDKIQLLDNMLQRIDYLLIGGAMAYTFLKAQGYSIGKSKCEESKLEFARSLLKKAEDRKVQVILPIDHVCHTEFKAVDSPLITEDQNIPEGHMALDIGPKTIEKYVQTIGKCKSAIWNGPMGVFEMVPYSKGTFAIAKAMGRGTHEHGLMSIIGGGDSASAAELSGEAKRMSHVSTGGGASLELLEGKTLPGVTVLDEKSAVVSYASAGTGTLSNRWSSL
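Luminescent ATP detection (Kinase-Glo Plus) follows a 60-minute room-temperature incubation, with wells lacking PGK as controls. Buffer: 100 mM TEA (pH 7.6), 5 mM MgCl2, 0.01% Tween-20. Coupling enzyme GAPDH (100 nM final) supplies unstable 1,3-BPG in-well.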
BLM helicase inh – inhibitors of human Bloom syndrome helicase BLM; P54132; recombinant BLM DNA unwinding, fluorescence dequenching; Potency, µM (series often up to 56.1 µM), without a hit: at the top dose activity change, negative = inhibition, most hits filed as inhibitors; 0.2% of 350,000 active;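 also: plate controls were vehicle for no effect and no enzyme for full effect; nearly all actives have a fitted effect of over 35% in size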
HP1b binding inh – HP1-beta chromodomain-methylated histone interaction inhibition; AlphaScreen HP1-beta / biotin-H3K9me3 peptide binding; Potency, µM (top dose mostly 114 µM), for inactives: at the highest dose activity change, negative = inhibition, hits mostly inhibitors; 0.56% of 390,000 active; AID 540317; also: nearly all actives have a fitted effect of over 70% in size; inactives centre near 23
Target sequence (P83916 whole entry, looked up): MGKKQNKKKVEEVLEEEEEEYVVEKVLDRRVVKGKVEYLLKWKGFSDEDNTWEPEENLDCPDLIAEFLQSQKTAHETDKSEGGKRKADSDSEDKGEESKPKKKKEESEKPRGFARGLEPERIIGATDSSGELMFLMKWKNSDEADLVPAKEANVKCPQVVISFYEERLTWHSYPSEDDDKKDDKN
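Compound inhibition of the preformed complex between 50 nM HP1-beta and 50 nM biotinylated H3K9me3 peptide was read by AlphaScreen. Buffer was PBS pH 7.4 with 0.01% Tween-20. Incubations ran 30 min at room temperature, with 10 ug/mL donor/acceptor beads.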
POLI inh – DNA polymerase iota (human) inhibition; Pol iota fluorescent replication assay, 10 min; Q9UNA4; Potency, µM (series often up to 115 µM), for inactives: at the highest dose activity, negative = inhibition, most hits filed as inhibitors; 1% of 390,000 active
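Pol iota at 10 nM preincubated 15 min with compounds at room temperature; reaction started with fluorescent substrate, 50 nM final. Fluorescence read kinetically at 0 and 10 min; buffer-only wells as negative control.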
Pin1 inhibitor – inhibitors of human Pin1 | Q13526 | Pin1 FP peptide displacement, HiFluor488, 10 min | Potency, µM (top dose mostly 115 µM), for the others: at the top dose activity, negative = inhibition, hits mostly inhibitors | 0.009% of 390,000 active | AID 504891; active = well fitted inhibition curve with a large enough effect in the polarisation, with a control signal flat, not every such curve was filed as active; inconclusive = small, poorly fitted or top-dose-only effect, or effect the other way, or a change in a side signal; inactive = no such curve, though single readings can be large or run the other way; the % refers to the polarisation; also: % is scaled to controls: 0 for no effect and ±100 for the full control effect
G9a inh – blocks human histone lysine methyltransferase G9a. G9a H3K9 monomethylation, AlphaScreen, 2 h. Potency, µM (titrated, usually from 102 µM), inactives show at the highest dose activity, negative = inhibition, usual class: inhibitors. AID 504332. 8.8% of 350,000 active. Q96KQ7; also: % is scaled to controls: 0 for no effect and ±100 for the full control effect; nearly all actives have a fitted effect of over 75% in size
Target sequence (Q96KQ7 913-1193 limits assumed): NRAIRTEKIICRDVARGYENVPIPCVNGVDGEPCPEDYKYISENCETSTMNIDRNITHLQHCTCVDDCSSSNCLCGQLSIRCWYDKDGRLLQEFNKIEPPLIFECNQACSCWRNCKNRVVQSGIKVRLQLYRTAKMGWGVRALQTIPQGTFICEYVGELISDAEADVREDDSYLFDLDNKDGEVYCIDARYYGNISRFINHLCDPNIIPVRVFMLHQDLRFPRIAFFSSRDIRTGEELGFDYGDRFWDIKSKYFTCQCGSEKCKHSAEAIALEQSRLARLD
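G9a (20 nM) preincubated 15 min RT with compounds, then 500 nM biotinylated H3K9 peptide and 20 uM SAM added; 2 h RT reaction. Monomethyl-H3K9 product detected by AlphaScreen with anti-H3K9me1 antibody, streptavidin donor and anti-rabbit IgG acceptor beads.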
Starred values were filed as active, the others as inactive; i = inactive; ? = inconclusive; . = no result given; [ ] = dose if it differs, or a comment. Unless noted, calls follow the shape of the dose curve; as a rule, active = well fitted curve in the direction sought with a large enough effect; inconclusive = small, poorly fitted or top-dose-only effect, or another doubt; inactive = no such curve, though single readings can be large; an effect the other way counts as inactive or inconclusive. Potency is read from the fitted curve at half-maximal effect. The list is partial (hit frequency here may not be typical).

Order of values – JMJD2A Tudor, GLS inhibitor, BAZ2B block, PGK inhibitor, BLM helicase inh, HP1b binding inh, POLI inh, Pin1 inhibitor, G9a inh
CN1CCc2nc3sc(C#N)c(N)c3c(-c3cccs3)c2C1
    -28.4%, -8.9%, ?, 2.6%, -3.3%, 4.9%, 20.0%, -2.8%, ?
CCN(C(=O)CN1CC=C(c2ccccc2)CC1)c1c(N)n(Cc2ccccc2)c(=O)[nH]c1=O
    -6.7%, -12.4%, -3.3%, -5.0%, -7.1%, 28.7%, 10.3%, 38.0%[activator], 9.9%[59 µM]
COc1ccc(CCNCc2sccc2C)cc1OC
    -2.1%, 8.3%, -15.5%, 7.1%, -5.2%, 37.0%, -4.7%, 3.0%, 10.0%
CN1C(=O)C(Cc2ccc(OCc3ccccc3)cc2)C(=O)N(C)C1=O
    -12.4%, -5.5%, -19.9%, 0.0%, -4.5%, 45.6%[activator], 43.7%, 4.4%, 79.4µM*
Cc1c(C(=O)N2CCC3(CC2)OCCO3)sc2ncnc(N(C)c3ccccc3)c12
    -3.7%, 0.8%, 7.3%, -4.5%, 1.2%, 16.4%, 8.4%, -0.9%, -29.4%[59 µM]
CN1CC(C(=O)c2ccc([N+](=O)[O-])cc2)C(c2ccc(Cl)cc2)C1 (stereo not drawn)
    44.7µM*, -12.6%, ?, i, -1.7%, ?, 47.9%[activator], 1.4%, 20.7%[2.33 µM]
C[C@]12CCC3C(CCC4=C/C(=N/OCC(=O)NC(CCC(=O)O)C(=O)O)CC[C@@]43C)C1CCC2O (stereo partly drawn)
    -11.4%, 12.4%, -20.3%, 1.2%, 0.9%, 47.7%[activator], -8.9%, -10.1%, 12.9%
CC(C)(C)C(=O)c1cn(CC(=O)NCc2ccco2)c2ccccc12
    -3.4%, -6.8%, ?, -7.2%, -0.6%, -7.0%, -3.8%, 0.7%, .
COc1cccc(-c2nn(CCC#N)cc2C(=O)Nc2ccccc2Cl)c1
    2.0%, -2.1%, -9.4%, 7.8%, -0.7%, 44.8%[activator], 8.0%, -2.4%, 8.8%
CC(C)CNC(=O)c1c(N)n(Cc2ccco2)c2nc3ccccc3nc12
    -7.2%, -7.9%, 21.2%, -2.8%, -15.4%, 50.2%[activator], ?, 33.5%[activator], 44.7µM*
Cc1ccc(-n2c(O)c(C=Nc3ccc(S(N)(=O)=O)cc3)c(=O)[nH]c2=O)cc1
    0.0%, -2.2%, -0.6%, -3.4%, 1.1%, 45.0%[activator], 20.7%, -0.9%, -37.9%
C[C@@H]1CN([C@@H](C)CO)C(=O)c2cccc(NC(=O)c3ccncc3)c2O[C@@H]1CN(C)Cc1ccc(-c2ccccc2)cc1
    -18.4%, -1.6%, ., -3.7%, ., 61.4%[activator], 9.6%, 14.6%, .
CCN1CCN(c2ccc(N)c(C)c2)CC1
    -26.6%, ?, -27.7%, 4.8%, -6.7%, 3.5%, 128.1%[activator], 1.2%, 44.7µM*
COC(=O)C1=C(c2cc3ccccc3s2)C[C@@H]2CC[C@H]1N2C(=O)N1CCCCC1
    -33.1%, 1.5%, ., i, ., 21.9%, -26.6%, -0.8%, .
Cc1ccc(Sc2ccc(C=C3C(=O)N(C)C(=O)N(C)C3=O)o2)cc1
    -27.8%, ?, ?, -2.6%, -0.8%, ?, 61.4%[activator], 21.1%, .

The closing three records of the section before open the next one:
Order of values – JMJD2A Tudor, GLS inhibitor, BAZ2B block, PGK inhibitor, BLM helicase inh, HP1b binding inh, POLI inh, Pin1 inhibitor, G9a inh
CCN1CCN(c2ccc(N)c(C)c2)CC1
    -26.6%, ?, -27.7%, 4.8%, -6.7%, 3.5%, 128.1%[activator], 1.2%, 44.7µM*
COC(=O)C1=C(c2cc3ccccc3s2)C[C@@H]2CC[C@H]1N2C(=O)N1CCCCC1
    -33.1%, 1.5%, ., i, ., 21.9%, -26.6%, -0.8%, .
Cc1ccc(Sc2ccc(C=C3C(=O)N(C)C(=O)N(C)C3=O)o2)cc1
    -27.8%, ?, ?, -2.6%, -0.8%, ?, 61.4%[activator], 21.1%, .
c1ccc2c(c1)CC1CNCc3cccc(c31)S2 (stereo not drawn)
    -6.2%, 2.6%, 5.7%, -5.6%, 3.6%, 12.4%, 5.3%, -1.1%, -0.1%[59 µM]
O=C(Nc1ccc(Cl)cc1C(=O)c1ccccc1)c1ccccc1Br
    -9.8%, 7.9%, -1.2%, -5.1%, -11.1%, 44.6%[activator], 7.2%, 42.0%[activator], ?
CN1CCc2c(C#N)c(Cl)nc(Cl)c2C1
    -11.1%, 1.5%, -0.5%, ., -17.0%, 50.3%[activator], 47.5%[activator], ?, 44.7µM*
CC(C)[C@]12CC(=O)[C@H](C)[C@H]1C2
    -6.2%, -4.9%, 0.9%, -9.1%, ., 44.6%[activator], 26.5%, -1.5%, -4.2%[0.501 µM]
CCc1ccccc1NC(=O)NNS(=O)(=O)c1cc(C)ccc1C
    -14.4%, 13.5%, -0.4%, -10.2%, -1.6%, 20.9%, 40.2%, -0.5%, 58.3%[activator]
COc1cc(C#Cc2c(-c3cncn3C)n(C)c3ccc(-c4cnc(N5CCOCC5)nc4)cc23)cc(OC)c1
    ?, 3.1%, ., 0.7%, ., 16.6%, 70.5%[activator], 12.2%, .
Cc1cccc(-n2c(/C=C/c3cccc4ccccc34)nc3ccccc3c2=O)c1
    9.2%, 6.0%, 17.1%, -2.5%, -2.0%, 49.4%[activator], 52.8%[activator], -7.8%, 18.6%[59 µM]
CC(CC(C#N)(c1ccccc1)c1ccccc1)N1CCCCC1 (stereo not drawn)
    -3.5%, 4.9%, ., 0.9%, ., 15.0%, 5.5%, -3.9%, .
CCC(=NCCO)c1c(O)n(-c2ccccc2)c(=O)[nH]c1=O
    -9.0%, 19.0%, 5.3%, -6.9%, -1.6%, 14.3%, 0.7%, -4.6%, 17.8%[2.33 µM]
C=CCN(CC=C)Cc1c[nH]c2ccccc12
    -25.6%, -9.7%, -7.1%, -6.2%, -5.1%, 14.0%, -5.6%, -0.9%, -41.2%
CC(C)(C)NC(=O)C1CC2CCCCC2CN1 (stereo not drawn)
    -3.3%, 0.0%, ?, -5.4%, 1.4%, 12.4%[57 µM], 23.5%, -0.3%, 6.8%
COc1cccc(-n2c(CNC(=O)OC(C)(C)C)n[nH]c2=S)c1
    10µM*, 4.4%, 32.0%[activator], -3.4%, -5.1%, 30.0%, -1.1%, 18.5%, 28.2µM*
O=c1[nH]c(O)c(/C=C2\C=Nc3ccc(OCc4ccccc4)cc32)c(=O)[nH]1
    ?, 31.0%[activator], ?, 2.0%, -6.8%, 16.9%, ?, ?, -10.9%
O=C(OCCCCN1C(=O)c2ccccc2C1=O)c1ccc(Br)o1
    16.8%[57.1 µM], 4.5%, -2.1%, 1.9%, 8.3%, 23.9%, 7.5%, 2.5%, 27.6%[59 µM]
CCOC(=O)c1ccc2c(c1)n(Cc1ccccc1)c(C)[n+]2CC
    -8.3%, -4.1%, -3.5%, -3.2%, 1.2%, 48.3%[activator], 8.8%, -1.1%, 16.3%
Cc1cccc(CCNCc2cc3ccc(C)cc3[nH]c2=O)c1
    -10.8%, -23.1%, -3.2%, i, -9.2%, 34.1%, 23.2%, 14.9%, 1.8%
Cc1nc2ccccc2c(=O)n1-c1ccc(Cl)c(Cl)c1
    -3.4%, -6.6%, -1.0%, 1.9%, -1.8%, 52.0%[activator], 33.4%[activator], -0.5%, 27.8%
COC(=O)c1ccc(CN2CCSC2=N)cc1
    -13.7%, -2.8%, -16.9%, i, 2.9%, 20.9%, -8.8%, -1.7%, -7.0%
COc1ccccc1N1CCN(Cc2ccccc2F)CC1
    6.31µM*, 4.1%, 44.7µM*, -1.8%, 2.1%, ?, 12.9%, ?, -44.2%[2.33 µM]
Oc1cc(Cl)c(Cl)c(Cl)c1
    6.2%, -3.2%, ., -6.5%, ., 52.5%[activator], 2.3%, 2.2%, .
COc1cc2c(cc1OC)C(C(=O)NCCC(C)C)C1CCCCN1C2=O (stereo not drawn)
    -2.7%, 12.8%, -5.1%, 6.2%, 3.6%, 15.4%, 43.1%[activator], 2.8%, -7.0%
Cc1ccccc1OCCCn1cc(C(=O)C(=O)N2CCOCC2)c2ccccc21
    -15.1%, 3.6%, -32.8%, 9.4%, -13.4%, 16.8%, 101.7%[activator], 3.3%, -5.8%[12.7 µM]
Cc1c2cnn(CC(=O)N3CCC4(CC3)OCCO4)c(=O)c2c(C)n1Cc1ccccc1Cl
    -27.1%, -11.6%, -22.3%, -4.2%, 0.5%, 19.9%, 5.8%, -1.2%, -9.9%
Cc1[nH]c2ccc(OC(F)(F)F)cc2c1CCNCc1cccc([N+](=O)[O-])c1
    7.08µM*, 12.1%, 50.1µM*, -8.4%, -4.1%, ?, 35.9%[activator], 3.8%, 50.1µM*
C=C1[C@H]2CC[C@H]3[C@]4(C)C[C@H](O[C@@H]5OC(CO)[C@@H](OSOOO)[C@H](OS(=O)(=O)O)[C@H]5OC(=O)CC(C)C)C[C@@H](C(=O)O)[C@H]4CC[C@]3(C2)[C@H]1O (stereo partly drawn)
    -6.4%, 13.7%, ., -5.3%, ., 44.7%[activator], 16.7%, ?, .

Reprinted at random: two entries already listed
Order of values – JMJD2A Tudor, GLS inhibitor, BAZ2B block, PGK inhibitor, BLM helicase inh, HP1b binding inh, POLI inh, Pin1 inhibitor, G9a inh
COC(=O)c1ccc(CN2CCSC2=N)cc1
    -13.7%, -2.8%, -16.9%, i, 2.9%, 20.9%, -8.8%, -1.7%, -7.0%
C[C@@H]1CN([C@@H](C)CO)C(=O)c2cccc(NC(=O)c3ccncc3)c2O[C@@H]1CN(C)Cc1ccc(-c2ccccc2)cc1
    -18.4%, -1.6%, ., -3.7%, ., 61.4%[activator], 9.6%, 14.6%, .
